mABHD4 FP – ABHD4 (mouse) inhibition, primary FP screen. Q8VD66. purified mABHD4, FP-Rh probe fluorescence polarization. inhibition, % at 8.92 µM. hit rate 0.54% among 370,000. AID 720543;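 active means inhibition exceeding the mean over every tested compound plus 3 SD, cut at about 30% in these data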;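 further: 0% = plate median of compound wells and 100% = S159A mutant with DMSO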
Target sequence (Q8VD66 whole entry, looked up): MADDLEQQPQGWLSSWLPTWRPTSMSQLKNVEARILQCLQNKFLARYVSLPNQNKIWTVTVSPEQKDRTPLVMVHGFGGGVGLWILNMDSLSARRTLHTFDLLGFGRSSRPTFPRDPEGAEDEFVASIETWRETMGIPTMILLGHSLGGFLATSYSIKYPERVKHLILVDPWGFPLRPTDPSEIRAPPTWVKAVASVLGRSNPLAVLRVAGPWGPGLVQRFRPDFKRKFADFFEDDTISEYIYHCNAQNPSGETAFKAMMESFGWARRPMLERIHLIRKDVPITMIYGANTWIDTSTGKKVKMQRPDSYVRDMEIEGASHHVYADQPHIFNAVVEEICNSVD
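Test system: mABHD4 protein | Buffer or medium: HEPES pH 7.0 buffer, 150 mM NaCl, 0.01% Pluronic F-127 | Probe or stimulus: FP-Rh fluorescent activity-based probe, added after compound pre-incubation | Timing: Pre-incubation 45 min, probe exposure 60 min, at 25 °C | Technique: Fluorescence polarization, excitation 525 nm, emission 598 nm, BODIPY TMR filters | Repeats: Single well per compound (singlicate)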
HTRA1 inh – blocks human HTRA1 serine peptidase. AID 504803. Q92743. recombinant HTRA1, FP-rhodamine activity-based probe, fluorescence polarization. hit rate 0.5% among 340,000. inhibition, % at 5.96 µM; in the data active means inhibition above about 36%;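 further: 0% = enzyme with DMSO and 100% = wells lacking enzyme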
Target sequence (Q92743 whole entry, looked up): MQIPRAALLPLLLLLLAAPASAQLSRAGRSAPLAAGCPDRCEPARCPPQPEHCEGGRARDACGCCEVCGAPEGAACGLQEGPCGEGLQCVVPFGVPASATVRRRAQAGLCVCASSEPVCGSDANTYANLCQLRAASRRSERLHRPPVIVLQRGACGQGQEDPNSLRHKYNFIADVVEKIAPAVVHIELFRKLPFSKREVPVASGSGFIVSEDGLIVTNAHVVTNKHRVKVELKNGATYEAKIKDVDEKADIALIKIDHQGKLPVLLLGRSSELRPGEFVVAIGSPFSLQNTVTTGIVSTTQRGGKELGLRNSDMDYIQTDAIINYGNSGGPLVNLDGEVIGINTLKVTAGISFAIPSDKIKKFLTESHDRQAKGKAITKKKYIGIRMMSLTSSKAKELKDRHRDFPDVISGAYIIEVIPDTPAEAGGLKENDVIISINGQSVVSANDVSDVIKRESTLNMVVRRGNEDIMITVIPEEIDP
UHRF1 MBD2 ctr – UHRF1 methyl-DNA binding inhibition; Q96T88; AID 687016; inhibition, % at 4.4 µM; hit rate 0.75% among 370,000; UHRF1 binding to methylated oligo, TR-FRET; in the data active means inhibition above about 21%;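 further: UHRF1 SRA domain binding a hemimethylated CpG hairpin DNA probe; 0% = median of test compound wells and 100% = reference inhibitor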
PRMT1 inh – inhibitors of human PRMT1 | Q99873 | recombinant PRMT1, activity-based probe fluorescence polarization | inhibition, % at 2.79 µM | hit rate 1.3% among 370,000;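 active means inhibition above about 21% made by adding two undisclosed values, limit read from the data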
LEDGF integ inh – blocks HIV-1 LEDGF/p75-dependent DNA integration; TR-FRET IN-LEDGF/p75 DNA integration, Eu/Cy5; inhibition, % at 3.7 µM; hit rate 0.64% among 370,000;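 active means inhibition above the screen-wide mean plus 3 SD, cut at about 13% in these data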;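 further: signal is the Cy5 over europium emission ratio at 671 and 618 nm; 0% = plate median of compound wells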
rCAG RNA binder – r(CAG) repeat RNA binding; TO-PRO-1 dye displacement fluorescence; inhibition, % at 3 µM; hit rate 1.3% among 370,000;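 active means inhibition above the plate cutoff, the mean of all test compounds on that plate plus 3 SD, cut at about 35% in these data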;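 further: 0% = DMSO alone and 100% = 100 µM mitoxantrone as full dye displacement; higher means more dye released from RNA so lower well fluorescence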
MBD2 DNA inh – blocks human MBD2 binding to methylated DNA. hit rate 0.31% among 370,000. inhibition, % at 4.4 µM. TR-FRET, MBD2 binding to methylated oligonucleotide. AID 686964. Q9UBB5; in the data active means inhibition above about 13%
Rev-erbA mod – modulators of human Rev-erb alpha DNA binding | activity, % at 10 µM | hit rate 0.79% among 370,000 | Rev-erbα–FITC-DNA binding, fluorescence polarization, 90 min | P20393;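 active means activity above about 14%, limit read from the data; passing the limit was not always enough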;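 further: 0% = DMSO wells with 35 nM protein and 100% = DMSO wells with 750 nM protein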
PG9 Ab binder – PG9 antibody binding by small molecule; hit rate 0.43% among 360,000; TR-FRET gp120-PG9 antibody binding; AID 624416; inhibition, % at 6.7 µM; in the data active means inhibition above about 8.5%
TCR CD3 inh – human TCR-CD3 binding inhibition | inhibition, % at 9.4 µM | hit rate 0.37% among 360,000 | TAMRA-labeled TCR probe fluorescence, biochemical; in the data active means inhibition above about 19%;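 further: recombinant mutant TCR 2C K166C tagged with TAMRA read by polarization; 0% = receptor in buffer alone and 100% = receptor with positive control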
Starred values were filed as active, the others as inactive; / = no result given; & = joins results of further samples. These rows are one share of the data; the hit share may differ from the screen's.

SMILES,mABHD4 FP,HTRA1 inh,UHRF1 MBD2 ctr,PRMT1 inh,LEDGF integ inh,rCAG RNA binder,MBD2 DNA inh,Rev-erbA mod,PG9 Ab binder,TCR CD3 inh
COc1ccc(C(=O)Cn2c(=O)oc3ccc(C)cc32)cc1,0.5,-7.6,-1.9,0.1,2.3,-0.5,-4.0,4.1,-1.0,-7.0
CCC(=O)Nc1nonc1-c1nc2ccccc2n1CCC(C)C,-3.3,-13.8,-3.0,-0.8,0.5,7.5,2.9,1.8,-2.2,2.4
CCOc1ccccc1N1CCN(C(=O)c2ccc(S(=O)(=O)Nc3ccccc3)cc2)CC1,0.0,-4.1,-3.0,-8.9,5.2,1.0,0.4,3.8,-3.3,7.1
CN(Cc1ccccc1)C(=O)c1ccc2c(c1)OCO2,1.9,0.4,1.0,2.4,-3.3,-2.9,3.2,-6.2,0.2,-5.5
COc1ccc(/C(=C\Nc2ccc(C)c(C)c2)C(C)=O)cc1OC,7.0,-3.5,0.0,-0.7,-0.5,-1.4,3.5,0.9,-3.0,0.8
CC(=NCCc1c(C)[nH]c2ccc(C)cc12)C1=C(O)CC(c2ccccc2)CC1=O (stereo not given),-0.2,-10.4,4.2,2.2,-2.2,0.7,-2.7,0.2,-3.1,-0.9
CCCN=C1N(CC)C[C@@H]2[C@@H]3C(=O)N(Cc4ccccc4)C(=O)[C@@H]3[C@](C)(C(=O)OC)N12,6.7,4.6,-2.3,-0.9,0.7,1.8,3.0,-4.6,-0.9,-1.8
Cc1ccc(S(=O)(=O)NC(=O)C2(C)CCN2C(=O)c2cccc(F)c2)cc1 (stereo not given),7.0,/,-0.3,2.2,-1.0,3.1,2.7,-3.1,0.3,2.7
CCOc1ccccc1CN1CCC(O)CC1,8.6,6.1,-1.6,-2.3,-1.2,3.6,-0.2,0.1,0.1,5.5
Cc1c(C(=O)OCC[N+]2(C)CCCCC2)oc2ccccc12,2.6,-0.4,1.0,2.5,-4.8,2.3,2.2,-0.1,-0.8,-0.3
O=C(N/N=C/c1ccc(Cl)c([N+](=O)[O-])c1)c1cc(-c2ccc3c4c(cccc24)CC3)n[nH]1,2.4,-14.1,0.3,0.1,0.4,8.1,0.2,-25.9,-0.2,7.2
COC(=O)c1ccc(N2NC(=O)/C(=C/c3cc(OC)c(O)c(OC)c3)C2=O)cc1,23.2,-8.9,1.2,9.6,2.6,41.7*,-4.2,5.1,-9.3,-12.2
N#CC(c1ccc([N+](=O)[O-])cc1)C(CC(=O)c1ccccc1)c1ccccc1 (stereo not given),-1.9,-23.4,8.4,-0.5,-3.3,4.6,-0.5,5.8,1.4,-2.3
CC(C)CCN1CCN(Cc2nc(-c3ccccc3)cs2)CC1CCO (stereo not given),2.5,-3.3,0.7,3.8,-0.7,-9.6,2.3,0.9,0.6,-1.5
C[C@H](CO)N1C[C@H](C)[C@@H](CN(C)Cc2ccc(-c3ccccc3)cc2)Oc2ncc(C#C[C@@H](C)O)cc2C1=O,-4.7,-8.3,5.0,-5.6,8.8,2.2,-1.0,-2.5,0.0,-3.3
COc1ccc(N(C(=O)Cc2cccs2)C(C(=O)NC2CCCC2)c2ccncc2)cc1OC (stereo not given),0.4,3.1,-0.1,-2.1,1.5,-0.8,-0.5,-4.6,-2.3,-0.5
Cc1ccc(C(=O)C(C)OC(=O)c2nc(Cl)ccc2Cl)cc1 (stereo not given),-6.5,-7.5,-0.7,-1.9,3.8,-4.7,-2.9,-0.9,-1.4,2.8
Cc1ccccc1-c1nn(-c2ccc(F)cc2F)cc1CNCCN(C)C,-2.6,-6.9,3.1,0.6,6.2,-1.5,-1.3,-0.7,0.2,-0.8
Cc1ccc2c(c1)[nH]c1c(=O)n(CCN3CCNCC3)cnc12,4.5,3.8,6.4,0.7,0.8,6.3,3.5,1.3,-1.1,-7.4
CCO/C=C1/C(=O)N(C)C(=O)c2cc(OC)ccc21,-3.1,6.4,-6.7,-0.1,-1.4,4.4,-7.1,6.4,-1.1,1.5
Cn1c(=O)c2c(=O)cc(NNC(=O)C(C)(C)C)[nH]c2n(C)c1=O,0.7,6.6,-2.9,-1.0,-1.6,0.8,-4.0,1.8,1.3,1.8
Cc1ccc2[nH]cc(CCNC(=O)C3CCCO3)c2c1 (stereo not given),1.0,-1.6,1.4,0.3,1.6,1.4,1.6,0.6,-1.7,-1.1
COCc1c(C(=O)N/N=C\c2ccccn2)nnn1-c1nonc1N,4.0,-0.5,2.6,3.1,-0.4,19.1,5.3,-3.0,2.6,-10.6
C/C(CC(=O)Nc1ccc(Cl)cn1)=N\NC(=O)Cc1cccs1,-4.5,6.8,-6.2,-1.5,0.8,0.7,1.8,-3.3,0.8,-2.6
NC(=O)c1ccc(NC(=O)COC(=O)c2ccc3ccccc3n2)cc1,3.6,11.9,-1.4,1.9,-0.5,-0.4,0.8,-1.4,-1.2,-3.7

Reformatted as labelled records: part of the list above
O=C(N/N=C/c1ccc(Cl)c([N+](=O)[O-])c1)c1cc(-c2ccc3c4c(cccc24)CC3)n[nH]1
  mABHD4 FP: 2.4
  HTRA1 inh: -14.1
  UHRF1 MBD2 ctr: 0.3
  PRMT1 inh: 0.1
  LEDGF integ inh: 0.4
  rCAG RNA binder: 8.1
  MBD2 DNA inh: 0.2
  Rev-erbA mod: -25.9
  PG9 Ab binder: -0.2
  TCR CD3 inh: 7.2
COC(=O)c1ccc(N2NC(=O)/C(=C/c3cc(OC)c(O)c(OC)c3)C2=O)cc1
  mABHD4 FP: 23.2
  HTRA1 inh: -8.9
  UHRF1 MBD2 ctr: 1.2
  PRMT1 inh: 9.6
  LEDGF integ inh: 2.6
  rCAG RNA binder: 41.7*
  MBD2 DNA inh: -4.2
  Rev-erbA mod: 5.1
  PG9 Ab binder: -9.3
  TCR CD3 inh: -12.2

Carrying on.
SMILES,mABHD4 FP,HTRA1 inh,UHRF1 MBD2 ctr,PRMT1 inh,LEDGF integ inh,rCAG RNA binder,MBD2 DNA inh,Rev-erbA mod,PG9 Ab binder,TCR CD3 inh
CCCCN(CCO)c1ncnc2sc(-c3ccccc3)cc12,-19.1,-32.2,1.4,7.7,-3.4,3.1,5.2,-2.0,0.6,-2.4
O=C1CC2(CCCC2)CC(=O)N1CCCCN1CCN(c2ncccn2)CC1,-0.8,5.3,0.4,1.3,-0.8,-2.4,-3.2,-4.5&11.6,-2.1,-1.2
N#Cc1cnc(Oc2ccc(Cl)cc2)nc1N,-4.2,2.3,1.3,3.2,-3.7,-0.1,2.2,-1.2,-2.4,-2.7
COCc1nc2ccccc2n1CCOc1ccccc1OC,-1.4,4.6,-3.2,-1.5,-1.0,-7.4,-1.0,-2.2,-0.1,-4.0
Cc1nc2c3cc(F)ccc3n(Cc3ccccc3)c2s1,-3.5,-38.0,6.3,-0.3,1.4,16.2,1.1,0.9,-2.7,-0.5
O=C1CNC(=S)N1Cc1cccc(Cl)c1,-6.1,0.7,-2.9,0.2,-2.0,5.0,0.3,-1.0,-0.1,-4.4
CC(C)CN1CC(COCc2ccccc2)Oc2ccccc2S1(=O)=O (stereo not given),-5.8,-16.2,-2.4,-3.2,9.8,0.4,0.6,1.7,2.0,-3.2
CC(C)c1nnc(NC(=O)CCC(=O)N2CCN(c3ccc(Cl)cc3)CC2)s1,3.8,6.1,0.3,-2.2,0.5,-4.7,1.8,1.9,-0.6,8.8
COc1ccc(C(C(=O)NC2CCCC2)n2c(-c3cccs3)nc3ccccc32)cc1 (stereo not given),-7.1,/,-0.1,-2.0,-1.5,3.1,1.3,7.0,-1.5,-1.0
CCOC(=O)CSc1nccc(N(C)C)c1C#N,3.3,3.1,0.4,-1.6,2.0,-0.9,-4.0,0.2,-2.1,6.0
Nc1cccc(-n2nnnc2CN2CCOCC2)c1,6.0,7.6,-1.0,0.2,-0.4,-0.1,3.8,-2.4,-0.7,7.3
CCN(CCCNC(=O)CCC(=O)N1CCOc2ccccc21)Cc1ccccc1,-3.3,-1.0,-0.2,0.3,-2.3,-0.8,-4.7,-3.5,-2.2,0.2
CCn1cc(CN2CCC(n3nccc3NC(=O)c3ccccc3C)CC2)c(C)n1,-3.7,4.1,1.9,-0.3,-0.8,-7.6,8.0,0.9,0.4,-7.3
CC(C)Cn1c(N)c(C(=O)COC(=O)CCc2nc3ccccc3s2)c(=O)n(C)c1=O,-14.6,-10.3,1.6,5.0,-2.0,-5.5,4.3,-3.9,-0.5,-4.0
CC(=O)N(C1CC(C)C(C#N)(C#N)C1(C#N)C#N)N(C)C (stereo not given),-0.4,3.7,0.3,13.6,3.6,0.1,0.5,0.7,-1.7,3.9
COc1ccccc1CCn1cnc(-c2ccccc2OC)c1C(C)C,0.8,/,3.5,-3.3,-0.6,-0.4,-1.9,1.6,2.3,-3.6
CN(C(=O)c1cccc(Nc2ccc(-c3ccc4c(c3)OCCO4)nn2)c1)C1CCCCC1,-18.3,-64.3,1.1,5.3,2.3,8.9,-0.5,11.9,0.2,-6.6
CCC(C)NS(=O)(=O)c1ccc(NS(=O)(=O)c2ccc(F)cc2)cc1 (stereo not given),-0.1,-4.9,-1.3,0.8,-2.6,11.0,5.0,-4.6,-1.1,-6.6
COc1ccccc1CNc1cc(CSc2ccc(Cl)cc2)nc(C)n1,-7.8,-21.4,-2.3,0.2,-1.3,-7.2,5.0,-1.1,-1.6,7.8
CC(=O)c1cccc(NC(=O)CNC(=O)c2sc3ccccc3c2Cl)c1,4.0,-9.5,-0.9,1.4,1.5,5.9,-4.0,12.2,14.6*,-0.5
CN(C)CCn1c2c(c(SCC(=O)NCc3ccccc3)nc1=O)CCC2,-4.6,-1.1,0.1,-1.1,1.3,-7.2,4.0,-6.0,-2.5,-0.7
Cc1cc(C)n(-c2nc3ccccc3nc2N2CCN(S(=O)(=O)c3ccc4ccccc4c3)CC2)n1,-0.5,5.2,1.6,-2.6,0.9,4.0,-0.8,4.0,0.0,-2.8
Cc1cccc(C(C)(C)C)c1OCCCCN1CCCC1,13.7,-0.3,-1.1,-1.6,-3.2,-1.3,1.4,-4.2,-0.8,6.7
c1cc2c(cc1-n1cnnn1)OCO2,3.4,3.7,-2.6,-1.3,1.0,-0.1,-2.5,-0.6,0.0,-0.8
Nn1c(SCC(=O)NCC2CCCO2)nnc1-c1ccc(OC(F)F)cc1 (stereo not given),2.3,2.7,0.1,-2.9,-0.2,-8.5,-2.1,0.6,-0.4,-5.2
O=C1CCC2(C(=O)O)Sc3ccccc3N12 (stereo not given),-2.8,-3.4,1.2,1.6,-0.2,1.5,3.5,0.4,0.7,0.7
